# From PubChem
# Growth percent in the NCI-60 one-dose screen (48 h, 10 µM unless noted): 100 = growth as untreated, 0 = no growth, -100 = all killed.
# ACHN – ACHN renal cancer; hit rate 4.9% among 81,000
# DU-145 – DU-145 prostate cancer; AID 1794760; hit rate 4.2% among 81,000
# TK-10 – TK-10 renal cancer cells. hit rate 3.9% among 81,000. AID 1794769
# 786-0 – 786-0 renal cancer cells. AID 1794775. hit rate 5.1% among 81,000
# A498 – A498 renal cancer cells. hit rate 5.4% among 76,000. AID 1794774
# SN12C – SN12C renal cancer cells; AID 1794767; hit rate 3.8% among 81,000
# CAKI-1 – CAKI-1 renal cancer. hit rate 4.7% among 75,000
# RXF 393 – RXF 393 renal cancer cells. hit rate 6.9% among 77,000
# UO-31 – UO-31 renal cancer; hit rate 5.2% among 81,000; AID 1794768
# * = called active by the depositor; · = no result given; & = joins results of further samples. The calls were made as follows: active = growth percent below 10; inactive = the rest.
SMILES,ACHN,DU-145,TK-10,786-0,A498,SN12C,CAKI-1,RXF 393,UO-31
Nc1ccc(C(=O)O)c(O)c1 (tested in a mixture with another compound),104,117,110,96,113,92,98,124,79
COc1ccc2[nH]c(=O)c(CSc3ccccc3Nc3nccc(-c4ccc5ccccc5c4)n3)cc2c1,95,100,144,104,100,102,91,103,83
OCc1c(-c2ccccc2)nc2sccn12,98,109,106,101,96,105,97,·,95
COc1ccc(C(=O)CCN(C)C)c(OC)c1,107,101,95,98,109,101,91,99,·
COc1ccc(-c2nn(CC(=O)N3CCOCC3)c(N)c2C#N)cc1,104,103,109,95,95,100,88,102,81
O=[N+]([O-])c1ccc2c(c1)C(=Nc1ccccc1)c1ccccc1-2,91,·,101,96,52,94,84,90,75
CCCCCCCCCCCCCC1=NCC[N+]1(CCO)Cc1ccccc1 (stereo not given),-98*,-89*,-85*,-81*,54,-84*,·,-92*,-86*
CC(C)OC(=O)/C=C/C(=O)OC(C)C,106,122,93,96,100,108,93,106,93
FC(F)(F)C1=NNC(c2ccc3ccccc3c2)=NN1,90,104,129,107,90,94,102,123,66
O=C1/C(=C/c2coc3ccccc3c2=O)N=C(c2ccccc2)N1c1ccc(S(=O)(=O)Nc2nccs2)cc1,88,108,·,99,79,88,86,·,72
CC(C)C12NC(=O)NC(=O)N1CCS2 (stereo not given),104,104,103,100,74,91,95,119,88
COc1cc(-c2nn(C(C)(C)C)cc2-c2ccnc(NCCCNS(=O)(=O)c3cccc(F)c3)n2)ccc1F,90,97,116,88,101,91,58,69,69
c1n[nH]cc1-c1nc2ccc3[nH]ncc3c2c2c1CCCC2,11,20,15,17,-14*,15,0.5*,-51*,12
Cc1ccc(-n2cc(-c3ccccc3)c(C3=NCCN3)c2N)cc1,93,106,159,92,·,97,59,94,64
O[C@@H]1CO[C@H]2[C@@H]1OC[C@@H]2O,99,108,117,109,·,103,79,125,106
O=C1Nc2ccccc2/C1=C\c1nc(-c2ccccc2F)n2ccccc12,-58*,-27*,-6.9*,-34*,-10*,14,-14*,-43*,-16*
C=C(CN1CC=CCC1)[C@@H]1CC[C@]2(CO)CC[C@]3(C)[C@H](CC[C@@H]4[C@@]5(C)CC[C@H](O)C(C)(C)[C@@H]5CC[C@]43C)[C@@H]12,114,106,123,113,112,98,106,106,94
CCOC(=O)c1ccc2c(c1)ncn2-c1ccc(NC(C)=O)cc1,108,107,99,101,98,98,86,120,86
c1ccc([I+]c2ccccc2)cc1,77,90,57,61,65,97,37,60,46
CCCC(=O)Oc1ccc(/C(=C(/C)Cc2ccc(OC)cc2)c2ccc(OCCCN(C)C)cc2)cc1,102,105,102,90,·,100,91,84,78
Nc1ccc(SCc2cc3cc(Cl)ccc3[nH]c2=O)cc1,53,76,93,54,95,72,39,·,39
O=[N+]([O-])c1cccc(N=C(Nc2cccc([N+](=O)[O-])c2)c2ccccc2)c1,94,98,79,84,104,83,80,82,41
Nc1ccc2cc(Br)c3ccccc3c2c1,66,62,86,55,78,64,20,4.2*,43
O=C1N(Cc2ccccc2)CC2(Br)COCOC12O (stereo not given),95,·,89,116,104,102,109,98,83
CC(C)OC(=O)Nc1ccc(F)cc1,105,110,93,100,108,105,90,107,89

# Reformatted bar-delimited: 2 of the compounds above.
Structure | ACHN | DU-145 | TK-10 | 786-0 | A498 | SN12C | CAKI-1 | RXF 393 | UO-31
O=[N+]([O-])c1cccc(N=C(Nc2cccc([N+](=O)[O-])c2)c2ccccc2)c1 | 94 | 98 | 79 | 84 | 104 | 83 | 80 | 82 | 41
Nc1ccc2cc(Br)c3ccccc3c2c1 | 66 | 62 | 86 | 55 | 78 | 64 | 20 | 4.2* | 43

# (cont.)
SMILES,ACHN,DU-145,TK-10,786-0,A498,SN12C,CAKI-1,RXF 393,UO-31
COc1cccc2cc(C(C)C(=O)OCc3cn(-c4cc5ccccc5oc4=O)nn3)ccc12 (stereo not given),105,108,107,99,95,100,99,113,85
CCSc1nc(-c2ccco2)n2nc(-c3ccco3)cc2n1,89,118,·,111,92,96,84,101,72
CCN(CC)CCNC(=O)n1cc(-c2ccncc2)c(-c2ccc(Cl)c(OC)c2)n1,78,98,27,72,95,91,100,85,69
CC(CO)Cc1ccc(C(C)(C)C)cc1 (stereo not given),105,107,·,102,89,100,98,95,104
CC(=O)OCN(C)N=Nc1ccc([N+](=O)[O-])cc1,97,108,97,99,64,97,96,94,81
CCN(CC)CCN(Cc1ccccc1)C(=O)C1c2ccccc2Oc2ccccc21,92,100,88,80,66,·,79,78,74
O=C(/C=C/c1cc2ccccc2[nH]c1=O)c1ccc(-c2ccccc2)cc1,101,105,92,99,179,101,103,110,75
O=C1Nc2ccccc2/C1=C/c1cccn1C(=O)c1ccc(Cl)s1,48,67,51,85,67,86,64,81,65
Cc1ccc(S(=O)(=O)NC2CCCCCCC2)cc1,104,107,114,92,108,106,86,96,74
O=C1OC(C(O)C(O)CO)C(O)C1O (stereo not given),109&96,115&116,39&123,99&111,92&113,102&98,97&105,111&102,86&92
C#C[C@]1(O)CC[C@H]2[C@@H]3CC=C4c5sc(-c6ccc([N+](=O)[O-])cc6)nc5CC[C@]4(C)[C@H]3CC[C@@]21C,3.1*,7.0*,52,18,6.2*,57,23,-22*,-45*
COc1ccc(C(C)=O)cc1S(=O)(=O)Nc1cccnc1,93,103,99,100,59,97,97,98,90
O=[N+]([O-])c1ccc(N2c3ccncc3Sc3ccncc32)cc1,94,117,105,107,112,99,88,84,57
CCOC(=O)C(NC(N)=O)C(=O)OCC,102,107,95,108,95,104,102,·,99
Cn1c(=O)c2[nH]c(CCCc3nc4c(c(=O)n(C)c(=O)n4C)n3C)nc2n(C)c1=O,99,110,93,106,96,103,82,103,89
COc1ccc(OC)c(/C=C2/C=C(c3ccc(OC)c(OC)c3)N(CCc3ccc(S(N)(=O)=O)cc3)C2=O)c1,85,95,·,97,92,87,·,95,88
CC(=O)Nc1ccc(Cl)cc1Cl,106,111,112,106,116,101,73,·,76
C=C(C)COC(=N)N(CCCC)CCCC,101,122,108,94,106,108,93,113,88
COc1ccc2cc(C(=O)/C=C/c3c(C)n(C)n(-c4ccccc4)c3=O)ccc2c1,102,108,99,90,100,106,93,108,76
Nc1nc2c(c3ncccc13)C(c1cccc(Cl)c1)Cc1ncccc1-2 (stereo not given),46,21,56,23,-7.2*,37,30,11,38
NC(N)=NC1CCc2ccccc2C1 (stereo not given),108,106,·,95,·,101,104,95,94
O=c1[nH]c2ccccc2cc1CNc1ccc(Nc2nccc(-c3ccc4ccccc4c3)n2)cc1,94,100,110,102,88,103,100,83,77
Nc1nnc(Cc2ccccc2)n1N,108,110,112,105,110,101,99,96,86
CCOC(=O)c1c(C)cc2c(CO)n[nH]c(=O)c2c1C,100,97,89,102,108,101,99,108,90
COc1ccc(CCC2NCCc3c(Br)c4c(c(OC)c32)OCO4)cc1 (stereo not given),16,34,44,8.1*,79,13,17,-17*,21

# Grouped by structure: the entries above containing fluorine.
SMILES,ACHN,DU-145,TK-10,786-0,A498,SN12C,CAKI-1,RXF 393,UO-31
FC(F)(F)C1=NNC(c2ccc3ccccc3c2)=NN1,90,104,129,107,90,94,102,123,66
COc1cc(-c2nn(C(C)(C)C)cc2-c2ccnc(NCCCNS(=O)(=O)c3cccc(F)c3)n2)ccc1F,90,97,116,88,101,91,58,69,69
O=C1Nc2ccccc2/C1=C\c1nc(-c2ccccc2F)n2ccccc12,-58*,-27*,-6.9*,-34*,-10*,14,-14*,-43*,-16*
CC(C)OC(=O)Nc1ccc(F)cc1,105,110,93,100,108,105,90,107,89

# (list continues)
SMILES,ACHN,DU-145,TK-10,786-0,A498,SN12C,CAKI-1,RXF 393,UO-31
CC(=O)C1CCC2C3CC4OCC5(CCC(O)CC45Br)C3CCC12C (stereo not given),101,107,104,98,99,105,84,117,75
CC(=O)C(=Cc1ccc(Cl)cc1)C(C)=O,96,111,·,98,81,96,100,·,87
O=C1NC(=O)C(C2CCCC2)N1 (stereo not given),97,102,100,101,107,89,92,98,88
CCC(N)CO (stereo not given),110,103,93,104,85,108,102,103,93
COc1ccc(Nc2nc(N)nc3c(OC)nccc23)cc1,103,111,144,105,84,106,98,163,58
Cc1ccc(C2=NN(c3ccccc3)C(c3ccccc3)C2NC2CCCCC2)cc1 (stereo not given),93,113,109,99,96,88,77,102,81
Cc1cc(N2CCOCC2)nc(-n2ccc3ccccc32)n1,94,95,95,77,39,86,·,69,64
COC(=O)c1cc(=O)[nH]c(=S)[nH]1,·,111,89,105,86,99,·,112,89
COc1ccc(NC(=O)CSc2ccc(-c3ccccc3)nn2)cc1,97,109,111,113,96,99,89,·,64
CCOC(=O)Nc1ccc2nc(Sc3ccc(Cl)cc3)sc2c1,62,36,53,49,58,40,19,37,44
O=C(Nc1cc([N+](=O)[O-])c2[nH]c(=O)c3ccccc3c2c1)C(F)(F)F,59,97,84,89,·,77,89,77,54
COc1cc(-c2nc3cc(N)ccc3o2)cc(OC)c1OC,99,99,92,81,89,100,88,·,70
CCOC(=O)C1=C2C=Cc3c(ccc4ccccc34)N2C(C(=O)C(C)(C)C)C1 (stereo not given),110,116,110,110,123,108,92,152,86
CC1(C)CC2C3=CCC4[C@@]5(C)CC[C@H](O)C(C)(C)C5CC[C@@]4(C)[C@]3(C)CC[C@@]2(C(=O)O)[C@H](O)C1 (stereo not given in full),97,104,107,98,·,92,78,107,83
Cc1nc2c(=O)[nH]c(SCC(=O)Nc3cccc(F)c3)nc2[nH]c1=O,105,109,105,103,111,100,89,106,84
N#Cc1nc(/C=C2\SC(=S)N(CC3CCCO3)C2=O)cs1 (stereo not given),91,95,112,95,·,93,94,91,75
CC(=O)NC(C)NC(C)=O,99,120,103,105,110,110,107,108,93
Cc1cc(C)c(O)c(CNCCCNCc2cc(C)cc(C)c2O)c1,74,88,77,80,47,73,62,48,28
NC(=O)Oc1cccc(OC(N)=O)c1,99,111,106,100,89,106,61,29,77
CN(C)c1nc(NCCNS(=O)(=O)c2ccc(C3=Nc4c(N)nc(N)nc4NC(c4ccc(F)cc4)C3)cc2)nc(Nc2ccc(F)cc2)n1 (stereo not given),77,54,66,30,53,43,64,17,83
S=c1nccc(-c2ccc(-c3ccccc3)cc2)[nH]1,97,96,146,114,106,99,83,105,57
Nc1cccc(-c2nc3sccn3c2-c2ccnc(NCCCNS(=O)(=O)c3ccc(F)cc3)n2)c1,79,91,139,94,91,72,75,93,69
CCc1nc(C#N)c(N2CCC(c3nc(-c4ccccc4)no3)CC2)o1,100,103,94,99,91,97,85,103,86
CCN(CC)c1ccnc(CNCCSC(c2ccccc2)(c2ccccc2)c2ccc(C)cc2)c1,-53*,-60*,-86*,-93*,-97*,·,-92*,-88*,-21*

# Taken from the entries so far (5 entries):
SMILES,ACHN,DU-145,TK-10,786-0,A498,SN12C,CAKI-1,RXF 393,UO-31
Nc1ccc(C(=O)O)c(O)c1 (tested in a mixture with another compound),104,117,110,96,113,92,98,124,79
COc1ccc2[nH]c(=O)c(CSc3ccccc3Nc3nccc(-c4ccc5ccccc5c4)n3)cc2c1,95,100,144,104,100,102,91,103,83
OCc1c(-c2ccccc2)nc2sccn12,98,109,106,101,96,105,97,·,95
COc1ccc(C(=O)CCN(C)C)c(OC)c1,107,101,95,98,109,101,91,99,·
COc1ccc(-c2nn(CC(=O)N3CCOCC3)c(N)c2C#N)cc1,104,103,109,95,95,100,88,102,81
